Screening results deposited in PubChem by National Center for Advancing Translational Sciences (NCATS).
AmpC no deterg: qHTS Inhibitors of AmpC Beta-Lactamase (assay without detergent); AmpC nitrocefin hydrolysis, absorbance 480 nm, 0.0001% Triton; hit rate 0.52% among 330,000; Potency, µM (highest dose often 57.1 µM), for inactives: top-dose activity change, negative = inhibition, usual class: inhibitors; P00811;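 further: potency means the concentration at half of the fitted maximal effect; plate controls were no compound for no effect and no enzyme for full effect; nearly all actives have a fitted effect of over 20% in size; some results filed as inactive show a strong effect at the top dose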
Target sequence (P00811 whole entry, looked up): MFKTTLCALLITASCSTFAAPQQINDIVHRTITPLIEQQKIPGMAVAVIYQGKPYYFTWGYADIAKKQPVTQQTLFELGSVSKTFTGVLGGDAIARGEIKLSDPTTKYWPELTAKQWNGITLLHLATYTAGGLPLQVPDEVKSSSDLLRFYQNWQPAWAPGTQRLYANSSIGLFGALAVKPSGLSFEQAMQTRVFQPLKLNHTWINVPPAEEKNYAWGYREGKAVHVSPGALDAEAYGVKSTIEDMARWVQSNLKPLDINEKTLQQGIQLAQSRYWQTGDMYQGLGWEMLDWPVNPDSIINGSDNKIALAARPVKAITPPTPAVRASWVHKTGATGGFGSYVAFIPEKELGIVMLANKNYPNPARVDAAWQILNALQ
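AmpC (5.3 nM in the dispensed reagent) in 20 mM phosphate pH 7.0 with 0.01% (detergent screen) or 0.0001% Triton X-100 was preincubated with compounds for 15 min at room temperature. Nitrocefin was then added from an 800 uM solution, and hydrolysis was followed at 480 nm.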
Giardia FBPA inh: qHTS Assay for Inhibitors of Fructose-1,6-bisphosphate Aldolase from Giardia Lamblia. purified Giardia FBPA. Potency, µM (top dose mostly 59.6 µM), for inactives: at the top dose activity, negative = inhibition, actives largely listed as inhibitors. hit rate 0.71% among 290,000. AID 2451, 2010; further: potency means the concentration at half of the fitted maximal effect; on the % scale 0 is the no-effect control and ±100 the full control effect; nearly all actives have a fitted effect of over 55% in size
Target sequence (A8B2U2 whole entry, looked up): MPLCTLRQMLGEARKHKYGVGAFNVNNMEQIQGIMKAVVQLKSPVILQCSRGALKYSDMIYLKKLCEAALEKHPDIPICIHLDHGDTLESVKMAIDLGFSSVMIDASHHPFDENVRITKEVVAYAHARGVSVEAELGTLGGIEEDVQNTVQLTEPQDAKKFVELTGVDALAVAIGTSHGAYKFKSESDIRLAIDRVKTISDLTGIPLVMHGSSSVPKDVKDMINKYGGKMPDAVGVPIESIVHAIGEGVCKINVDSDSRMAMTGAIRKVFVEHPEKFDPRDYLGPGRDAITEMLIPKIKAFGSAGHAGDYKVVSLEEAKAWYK
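40 nM FBPA preincubated 10 min at RT with compound (up to 57.5 uM final), then substrate plus GAPDH/TPI/NAD/arsenate coupling and diaphorase/resazurin added. Fluorescence read after 20 min at RT, 525/598 nm.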
AMA1 RON2 block: qHTS for Inhibitors of AMA1-RON; Towards Development of Antimalarial Drug Lead: Primary Screen; AlphaScreen AMA1-biotinylated RON2 peptide binding; Potency, µM (highest dose often 58.2 µM), inactives show at the highest dose activity change, negative = inhibition, actives largely listed as inhibitors; AID 720542, 2013; Plasmodium falciparum AMA1 (3D7) - RON2 peptide interaction; hit rate 0.2% among 360,000;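 further: potency means the concentration at half of the fitted maximal effect; 0% = vehicle wells and -100% = peptide control; nearly all actives have a fitted effect of over 45% in size; some results filed as inactive show a strong effect at the top dose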
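AMA1 (3D7) with his tag at 25 nM final met compounds first, then biotinylated RON2 peptide at 25 nM; detection used donor plus acceptor beads, 10 µg/mL apiece, read by AlphaScreen after 30 min at room temperature.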
Cycloheximide cs: Cycloheximide Counterscreen for Small Molecule Inhibitors of Shiga Toxin | cell reporter, cycloheximide protein synthesis inhibition counterscreen | max response, % | hit rate 12% among 300,000; in the data active means max response mostly above about 13%, no sharp cut-off; inactive means mostly below about 14%; further: read at 38.3 µM for the half of the compounds with a filed dose; 0% is about no effect
AmpC inh detg: qHTS Inhibitors of AmpC Beta-Lactamase (assay with detergent) | AmpC hydrolysis of nitrocefin, absorbance 480 nm, 0.01% Triton | hit rate 0.041% among 370,000 | AID 485294, 2010 | Potency, µM (top dose mostly 114 µM), for inactives: at the highest dose activity change, negative = inhibition, hits mostly inhibitors | P00811;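 further: potency means the concentration at half of the fitted maximal effect; 0% = no-compound wells and -100% = no-enzyme wells; nearly all actives have a fitted effect of over 25% in size; some results filed as inactive show a strong effect at the top dose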
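AmpC (5.3 nM in the dispensed reagent) in 20 mM phosphate pH 7.0 with 0.01% (detergent screen) or 0.0001% Triton X-100 was preincubated with compounds for 15 min at room temperature. Nitrocefin was then added from an 800 uM solution, and hydrolysis was followed at 480 nm.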
Shiga toxin inh: A qHTS for Small Molecule Inhibitors of Shiga Toxin | AID 2315, 2010 | inhibition, % at 38.7 µM | hit rate 9.2% among 290,000 | Vero cells, Shiga toxin protein synthesis inhibition reporter; in the data active means inhibition mostly above about 28%, no sharp cut-off; inactive means mostly below about 43%; further: 0% is about no effect
HCMV inh: qHTS Assay for inhibitors of the human cytomegalovirus (HCMV). activity change, negative = inhibition, % at 57.5 µM. hit rate 4.5% among 410,000. HFF cells, HCMV-luciferase reporter, 72 h; active compounds read low. AID 1259415, 2018; in the data active means activity change below about -60%; inconclusive means no clear call, values can overlap the other calls; inactive means above about -39%; further: on the % scale 0 is the no-effect control and ±100 the full control effect
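HFF cells seeded 16 h at 37C, treated with compounds, infected with luciferase-reporter HCMV at MOI 1 PFU/cell; luciferase read at 72 h post infection, normalized to buffer-only and Salinomycin controls.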
An asterisk follows results filed as active; ? = inconclusive; . = not tested or not shown; & = joins results of further samples; [ ] = dose if it differs, or a comment. Unless noted, the call rests on the fitted dose curve; in most records, active means well fitted curve in the direction sought with a large enough effect; inconclusive means small, poorly fitted or top-dose-only effect, or another doubt; inactive means no such curve, though single readings can be large; an effect the other way counts as inactive or inconclusive. Rows are unselected; 16% or so of the library scored in one or more.

SMILES	AmpC no deterg	Giardia FBPA inh	AMA1 RON2 block	Cycloheximide cs	AmpC inh detg	Shiga toxin inh	HCMV inh
Cc1ccc2[nH]c3c(c2c1)CN(C(=O)CN1CCCc2ccccc21)CC3	22.0%	1.6%	-18.0%	19.4*	?	68.9*	8.6
CCOC(=O)C1CCCN(C(=O)c2[nH]c3ccc(OC)cc3c2C)C1 (stereo not given)	1.5%	4.2%	0.0%	-0.8	-8.5%	15.9	55.1
CC1CCCCN1Cc1ccc(-c2nnn(CC(=O)NC3CCCCC3)n2)cc1 (stereo not given)	-11.3%	-1.7%	-4.0%	-2.2	-0.4%	-2.2	47.2
c1cc2cc(-c3c(-c4ccc5c(c4)OCO5)noc3-c3ccsc3)ccc2[nH]1	-59.4%	-0.8%	-8.1%	39.3*	-14.2%	49.9*	32.9
Oc1ccc(C(=C(Cl)Cl)c2ccc(O)cc2)cc1	-34.6%	-1.0%	.	-1.1	-1.7%	-6.7	.
COc1ccc(-n2nnnc2SCC(=O)NC2CC2)cc1	-19.4%	.	0.0%	.	8.1%	.	6.6
COc1ccccc1/C=N/NC(=S)NCc1ccco1	-52.5%	-1.7%	45.8%[activator]	1.4	5.0%	25.9	9.5
C[C@]12CC[C@H](OC(=O)CCC(=O)O)CC1=CCC1C2CC[C@@]2(C)C1CC[C@@H]2N (stereo not given in full)	-9.6%	.	6.3%	.	.	.	-14.2
O=C(COC(=O)c1ccccn1)Nc1ccc2c(c1)OCO2	-15.1%	-10.8%	0.0%	16.8	5.2%	30.1	-34.5
Cc1nc(-c2ccc(Cl)cc2)sc1C1(C)CC(c2ccccc2F)=NO1 (stereo not given)	-16.8%	-3.9%	-6.5%	20.7*	2.7%	42.0*	15.1
CCc1ccccc1N(CC(=O)O)S(C)(=O)=O	-16.7%	13.6%	-0.5%	-2.0	3.5%	-0.5	-3.0
Cc1nc(-c2ccncc2)nc(NCCNc2ncccc2C(F)(F)F)c1Cl	36.7%	-1.0%	-7.8%	-1.7	4.2%	3.5	5.2
COc1ccccc1C(C)NC(=O)c1cc(S(=O)(=O)N2CCCCC2)ccc1C (stereo not given)	-15.8%	.	-5.6%	.	-3.5%	.	?
COc1ccc(/C(C)=N/NC(=O)OC(C)(C)C)cc1[N+](=O)[O-]	-1.9%	0.5%	2.5%	22.3*	-7.9%	78.9*	30.1
O=C(CCc1nc2ccccc2[nH]1)Nc1ccccc1F	-14.0%	0.4%	13.4%	-2.4	0.5%	-9.1	-23.6
CCOc1ccc(CCNC(=O)COC(=O)COc2ccc(Cl)cc2)cc1OCC	89.3%[activator]	.	-26.8%	.	5.5%	.	-12.7
Cc1cc(C(=O)N(C)C2CCCCC2)no1	-13.9%	.	-1.6%	-1.0	?	4.2	3.9
CC(C)Oc1cccc(C(=O)C2CCCN(Cc3cnn(C(C)C)c3)C2)c1 (stereo not given)	-16.3%	0.8%	9.1%	-2.6	0.2%	-3.4	-22.0
COc1ccc(NC(C)C(=O)N/N=C/c2ccccc2OCc2cccc(Br)c2)cc1 (stereo not given)	-10.4%	-11.0%	?	0.8	1.2%	-7.1	13.6
COc1ccc(S(=O)(=O)N(CC(=O)NC(C)C)Cc2ccccc2)cc1	36.8%	0.5%	-4.1%	4.1	-1.6%	-8.0	?
CCn1c(=O)n(CC)c2cc(N3CCCC3)c(NC(=O)c3cc(Br)ccc3OC)cc21	136.0%[activator]	.	-5.7%	14.2	1.2%	16.7	-69.8*
COc1ccc2c(-c3ccccc3)cc(SCC(=O)N(C)C3CCS(=O)(=O)C3)nc2c1 (stereo not given)	218.0%[activator]	-8.1%	80.6%[activator]	-1.7	-8.5%	27.6	-20.4
CCCC1(C(=O)OC)NC(c2ccco2)C2C(=O)N(c3ccc(C)cc3)C(=O)C21 (stereo not given)	3.8%	2.8%	-2.2%	-1.3	5.5%	-5.1	19.4
CCOC(=O)c1ccc(N(C(=O)c2cnccn2)C(C(=O)NC2CCCCC2)c2cn(C)nc2C)cc1 (stereo not given)	131.5%[activator]	-2.8%	-9.7%	-2.4	-14.4%	3.8	3.9
CC(=O)N1CCc2cc(S(=O)(=O)CCC(=O)NCCc3ccc(C)cc3)ccc21	18.0%	.	1.0%	-1.0	0.9%	3.0	-31.4
SMILES	AmpC no deterg	Giardia FBPA inh	AMA1 RON2 block	Cycloheximide cs	AmpC inh detg	Shiga toxin inh	HCMV inh
COc1ccccc1-n1c(C)cc(C=O)c1C	0.5%	-10.9%	25.5%	-1.0	-9.6%	-14.2	27.9
COc1ccc(C(=O)Nc2nnc(S(=O)(=O)N3CCCCCC3)s2)cc1OC	90.5%[activator]	2.9%	4.8%	-1.3	-7.1%&-1.1%	2.7	3.5&-7.1
CCNc1nc(NCC)n2c(SC(C(=O)Nc3cc(Cl)cc(Cl)c3)c3ccccc3)nnc2n1 (stereo not given)	-33.2%	0.8%	8.7%	5.1	-9.9%	-3.0	-101.0*
COc1ccc(NC(=O)c2cc(-c3ccco3)on2)c(OC)c1	-25.2%	-4.7%	-7.0%	11.8	3.6%	25.1	-3.4
O=C1CC(Sc2ncccc2C(=O)O)C(=O)N1 (stereo not given)	-4.8%	0.7%	-14.8%	-2.7	3.2%	9.9	0.0
COc1cc(CNC(C)C23CC4CC(CC(C4)C2)C3)cc(OC)c1OC (stereo not given)	-2.2%	-8.2%	-8.2%	-3.2	-2.9%	-4.8	-39.4
Cc1ccccc1/C=N/n1c(-c2cc(-c3ccccc3)n[nH]2)n[nH]c1=S	-29.0%	-12.7%	60.7%[activator]	1.2	-4.0%	4.1	-31.4
Cc1cc[n+](-c2[nH]c(=O)sc2/C=N/NC([S-])=Nc2ccccc2)cc1C	-6.4%	12.6%	56.6%[activator]	11.3	-0.2%	-4.4	50.1
Cc1nc2c(ccc3nc(NC(=O)c4ccc5c(c4)OCCO5)sc32)s1	6.3%	-9.6%	0.0%&1.5%	45.0*	-1.0%	42.7	-82.5*
Brc1ccc(-c2nc(-c3cccnc3)no2)o1	-4.0%	5.0%	6.5%	69.1*	?	111.5*	94.5
COc1ccc(CC(=O)Nc2ccc(/C(C)=N\NC(=O)c3ccc(Br)o3)cc2)cc1	-49.0%	-4.3%	16.3%	42.5*	-5.8%	44.3*	43.4
CC12CCC(=O)N1C(C(=O)Nc1cc(Cl)ccc1N1CCOCC1)CS2 (stereo not given)	151.6%[activator]	-8.3%	-14.2%	0.8	-4.3%	-13.0	-17.1
CC1=C(C)CC(C(=O)NNC(=O)c2csc(C)c2C)C(C(=O)O)C1 (stereo not given)	-13.2%	3.8%	14.5%	20.9*	0.5%	79.3*	-0.2
CN1C(=O)N(C)C(c2cccc([N+](=O)[O-])c2)C2=C1CCCC2=O (stereo not given)	-5.9%	-6.8%	5.4%	-0.9	-13.1%	-9.6	-6.9
O=C(NCc1ccccc1Cl)c1nnc(CS(=O)(=O)c2ccccc2)o1	-44.2%	-8.6%	8.0%	-0.5	-1.4%	-2.9	-99.4*
COc1ccccc1NC(=O)C/C(C)=N/NC(=O)C12CC3CC(CC(C3)C1)C2	18.7%	-3.3%	69.8%[activator]	-2.9	-0.6%	1.5	-32.7
CSCC[C@H](NC(=O)[C@@H]1Cc2c([nH]c3ccccc23)C2c3ccccc3C(=O)N21)C(=O)NCC1CCCO1 (stereo not given in full)	178.2%[activator]	7.5%	5.1%	1.9	?	-1.7	-21.2
CCCCC[n+]1cccc2c3ccccc3ccc21	-5.5%	-21.4%	0.7%	3.3	3.9%	-1.0	-95.4*
c1cc(-c2nnc3n2CCC3)[nH]n1	2.9%	-0.3%	9.6%	-0.9	-2.5%	-21.3	-8.5
Cc1ccc(S(=O)(=O)N2CCCCC2)cc1C(=O)c1nccn1C	-9.4%	-0.4%	-0.7%	-1.1	-6.0%	-19.2	-6.1
O=[N+]([O-])c1ccc(N/N=C\c2cccnc2)nc1	-11.5%	3.3%	-5.5%	5.9	3.7%	7.5	43.9
Cc1ccnc(NS(=O)(=O)c2ccc(NC(=O)COc3ccccc3)cc2)n1	-10.6%	17.3%	-1.2%	-2.6	-9.2%	-7.7	4.8
Cc1cccc2sc(NC(=O)CN(C)S(=O)(=O)c3cccs3)nc12	-20.4%	-8.8%	-6.2%	14.7	?	45.2*	-21.3
Cc1ccc(CNC(=O)Cc2ccc(-n3c(=O)[nH]c4ccsc4c3=O)cc2)cc1	-44.5%	6.7%	15.6%	-6.6	?	-13.9	-61.7*
Cc1ccccc1C(=O)N/N=C1/SCC(=O)N1Cc1ccccc1	-9.6%	5.0%	10.4%	-6.0	1.8%	1.2	?
SMILES	AmpC no deterg	Giardia FBPA inh	AMA1 RON2 block	Cycloheximide cs	AmpC inh detg	Shiga toxin inh	HCMV inh
COc1ccc(S(=O)(=O)Nc2ccc(Cc3ccncc3)cc2)cc1C	-42.8%	.	1.8%	-0.9	1.3%	-13.6	.
Nc1cc(=O)[nH]c(N2CCN(c3ccccc3)CC2)n1	-15.4%	-13.3%	1.0%	7.6	-7.1%	15.4	-4.3
Cn1c(=O)c2c(O)c(Cc3ccccc3)c(=O)n(C)c2n(C)c1=O	1.5%	-10.7%	-13.1%	9.3	0.5%	31.8	14.7
CCOC(=O)N1CCN(C(=O)c2ccc(N(Cc3ccc(Cl)cc3)S(C)(=O)=O)cc2)CC1	196.8%[activator]	4.2%	-2.6%	-1.7	-3.9%	-10.0	-24.1
S=C1NCCNC(=S)NCCOCCOCCN1	-7.9%	2.4%	36.3%[activator]	-5.8	9.9%	-13.2	-4.1
NC(=O)Cn1cc(C(=O)c2ccccc2)c2ccccc21	-15.3%	-1.7%	?	0.9	-4.8%	-4.2	-22.5
O=C(COC(=O)c1ccco1)NC1CCCc2ccccc21 (stereo not given)	-6.0%	.	-8.7%	.	.	.	-7.1
Cc1cccc(Cn2c(C)c(C)c3cc(C(=O)NCCN4CCOCC4)ccc32)c1	174.7%[activator]	3.6%	-0.6%	8.4	-5.0%	2.5	-3.4
CCOc1ccc(NC(=O)C2CCN(S(=O)(=O)c3c(C)noc3C)CC2)cc1	-8.0%	2.3%	34.0%[activator]	-2.2	-9.9%	-5.3	3.6

Ordered by number of heavy atoms (largest number first): 3 of the compounds above
SMILES	AmpC no deterg	Giardia FBPA inh	AMA1 RON2 block	Cycloheximide cs	AmpC inh detg	Shiga toxin inh	HCMV inh
Cn1c(=O)c2c(O)c(Cc3ccccc3)c(=O)n(C)c2n(C)c1=O	1.5%	-10.7%	-13.1%	9.3	0.5%	31.8	14.7
NC(=O)Cn1cc(C(=O)c2ccccc2)c2ccccc21	-15.3%	-1.7%	?	0.9	-4.8%	-4.2	-22.5
S=C1NCCNC(=S)NCCOCCOCCN1	-7.9%	2.4%	36.3%[activator]	-5.8	9.9%	-13.2	-4.1
